Bioassay records: PubChem, Sanford-Burnham Center for Chemical Genomics
NOD2 inhibition = NOD2 signaling inhibitors, cell-based, luminescence, uHTS, HEK293 (AID 1566); HEK293 NOD2/NF-kB luciferase reporter, luminescence; higher % means a stronger effect; one-dose inhibition, % at 4 µM; EC50 in µM for titrated hits; actives 0.63% (n = 290,000); in the data active = inhibition above about 50%; also: many of its hits are not listed in these tables
Lipid droplet = inhibitors of hepatocyte lipid droplet formation, primary screen, imaging, high-throughput imaging, BODIPY stain | AML12 mouse hepatocytes, oleate lipid droplets | inhibition, % at 6.5 µM | actives 0.4% (n = 240,000) | AID 1656, 2009;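 active = lipid droplet intensity inhibited by at least 50%, with more than 500 cells counted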
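Test system: AML12 hepatocytes (mouse); reagent: oleate loading, 100 µM; dosing: one dose, 6.5 µM compound; incubation: overnight exposure; signal: fluorescence imaging, 20x objective, two fields per well; read-out basis: % inhibition of corrected integrated BODIPY droplet signal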
Lipid droplet cells 6.5 µM = second read-out of Lipid droplet, no call of its own (marks repeat the call); cell count; measured here: cell count, cytotoxicity flag;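 cells counted across two imaged fields per well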
The depositor's hits bear a star. Not all compounds are listed; count on the stated rates, not on these rows.

SMILES	NOD2 inhibition	Lipid droplet	Lipid droplet cells 6.5 µM
CN1C(=O)[C@@H]2[C@H](C1=O)[C@@H]1C(=O)Nc3ccccc3C(=O)N1[C@@H]2c1ccc(F)cc1	12%	0	770
Cc1ccccc1CN1CCN(S(=O)(=O)c2ccc(Cl)s2)CC1	9%	-16	682
COc1ccc(N(CC(=O)NCc2ccco2)C(=O)CCC(=O)Nc2nccs2)c(OC)c1	-3%	-5	836
CN1CCN(C(=O)c2cc([N+](=O)[O-])ccc2Cl)CC1	11%	4	838
Cc1cc(-c2nc3ccccc3c(=O)o2)ccc1[N+](=O)[O-]	-38%	11	888
Cn1ccnc1SCc1ccc(Cl)cc1Cl	-2%	-3	787
O=C(CCNS(=O)(=O)c1ccccc1)NCCCSc1ccccc1	-4%	1	817
COc1ccc(Cl)cc1NC(=O)c1cc(C)no1	2%	2	802
COc1cc(-c2csc(NC3CCCCC3)n2)cc(OC)c1OC	26%	-2	794
O=C(Nc1nc2ccccc2s1)Nc1ccc(F)cc1F	-119%	0	821
Cc1ccc(C(=O)Nc2ccccc2C(=O)Nc2ccccn2)cc1Cl	11%	7	821
CC(=O)Nc1cccc(NC(=O)CS(=O)(=O)c2cn(CC(=O)N(C(C)C)C(C)C)c3ccccc23)c1	-11%	-2	748
COc1cc(CC(=O)NC2CCCc3ccccc32)cc(OC)c1OC (configuration not stated)	15%	-3	800
CN(/N=C/c1cccc(Br)c1)C1=NS(=O)(=O)c2ccccc21	15%	-33	773
CCCCCC(NC(=O)C1CCN(C(=O)[C@@H](NS(=O)(=O)c2ccc(C)cc2)C(C)C)CC1)C(=O)O (some centres not stated)	14%	-2	791
CCn1c(CC(=O)Nc2ccc(Cl)cc2)nnc1SCC(=O)N1CCOCC1	11%	-4	670
Cc1nc2ccccc2c2ncccc12	-20%	-1	856
Fc1ccc(-[n+]2nc(Nc3ccccc3)sc2-c2cccc(Cl)c2Cl)cc1	14%	-2	762
Cc1ccc2cc3cc(C(=O)NCCCN4CCCC4)oc3nc2c1	17%	1	706
NC(=O)CN1C(=O)C(=O)N(Cc2ccccc2)C1=O	-13%	14	417
O=C(Cn1c(=O)oc2ccccc21)Nc1ccc(Cl)cc1Cl	-6%	-11	729
COc1cc(NC(=O)c2ccc3c(SCC(=O)O)c4c(nc3c2)CCC4)cc(OC)c1OC	4%	7	700
COc1cccc(C(C(=O)NCC2CCCO2)N(C(=O)Cn2nnc3ccccc32)c2ccc(NC(C)=O)cc2)c1 (configuration not stated)	-2%	-16	817
Cc1cc(Cl)ccc1NC(=O)c1ccc2c(c1)CCN2S(C)(=O)=O	0%	-3	785
COC(=O)c1ccccc1NC(=O)CSc1nnnn1CC(=O)O	-7%	-18	765

The listing continues:
SMILES	NOD2 inhibition	Lipid droplet	Lipid droplet cells 6.5 µM
CCOc1ccc2oc(C(=O)N3CC(C)OC(C)C3)c(C)c2c1 (configuration not stated)	5%	10	849
COc1ccc(C)cc1NC(=O)CCNC(=O)c1ccco1	3%	-3	800
Cc1nc(N)nc(SCc2ccc([N+](=O)[O-])cc2)c1N	16%	14	749
O=c1[nH]c2ccccc2nc1NCc1ccccc1	1%	3	819
CC(=O)N1c2ccc(S(=O)(=O)NCC3CCC(C(=O)N4CCCCC4)CC3)cc2CC1C (configuration not stated)	19%	-56	753
Cn1cc(Cl)c(/C(N)=N/OC(=O)c2ccccc2C(F)(F)F)n1	-53%	0	825
CN1CCN(c2ccccc2NC(=O)Cn2ncc3c([nH]c4ccccc43)c2=O)CC1	14%	16	744
CCCn1c(=O)c(C(=O)NCc2ccccc2OC)c(O)c2ccccc21	25%	5	842
O=C(Nc1cccc(-n2cnnn2)c1)c1cccnc1	4%	11	779
CCCCOc1ccc(C2(C)NC(=O)N(C)C2=O)cc1 (configuration not stated)	2%	1	776
O=C(NCC(=O)N1CCN(c2ccccc2)CC1)c1ccccc1	-11%	8	816
COCCn1c(SCC(=O)N2CCCCC2)nc2c(c1=O)SC(C)C2 (configuration not stated)	1%	1	856
CCCC(=O)Nc1nnc(S(=O)(=O)N2CCCC2)s1	16%	5	699
CC1CC(C)CN(CCCNC(=O)C2CCCN(c3ncnc4c3nc3n4CCCCC3)C2)C1 (configuration not stated)	0%	-23	818
CCOc1cc(C(=S)N2CCCC2)ccc1OCc1ccccc1	16%	-2	782
N=c1c(S(=O)(=O)c2ccc(Br)cc2)cc2c(=O)n3ccccc3nc2n1C1CCCCC1	4%	-9	737
O=C1NCCN1CCNS(=O)(=O)c1cc(C(F)(F)F)cc(C(F)(F)F)c1	-7%	8	858
CC(=O)c1cc(CCC(=O)NC2CCCCCC2)oc1C	-1%	-13	769
Cc1ccc2nc(-c3ccccn3)cc(C(=O)NCCc3ccc(F)cc3)c2c1	-4%	0	858
Cc1ccc(S(=O)(=O)Cc2ccc(C(=O)NCCc3ccccc3)o2)cc1	13%	-38	688
O=C(NC1CC2CCC(C1)N2Cc1ccccc1)c1ccccc1Cl (configuration not stated)	6%	9	800
Cc1nc2ccc([N+](=O)[O-])cc2c(=O)n1Cc1ccc([N+](=O)[O-])cc1	-21%	17	824
CN(CCCC1CCCC1)C(=O)c1cc(COc2ccc(F)c(F)c2)on1	6%	2	718
CCn1c(NCc2ccc(OC)cc2)nc2ccccc21	-3%	0	737
O=C(c1ccc(Cl)cc1)C(CN1CCCC1)c1ccccc1 (configuration not stated)	-13%	-19	744

Next section:
Order of results: NOD2 inhibition | Lipid droplet | Lipid droplet cells 6.5 µM
> COc1ccc(CNC(=O)c2sccc2C)cc1
→ -11% | 29 | 890
> Cc1ccc(C(=O)C2CCN(CC(=O)NC3CCCC3)CC2)cc1
→ 7% | -14 | 784
> Cc1ccc(C(=O)Nc2ccc3c(c2)OCCO3)c(Cl)c1
→ -104% | 0 | 817
> O=C(Nc1ccc2ncccc2c1)c1cccc(Br)c1
→ -75% | -7 | 854
> Cc1nc2scc(C)n2c(=O)c1S(=O)(=O)N1CCN(c2ccccc2F)CC1
→ 19% | -6 | 687
> CCn1nc(C)c(CN2CCC(n3nccc3NC(=O)Cc3ccccc3)CC2)c1C
→ -7% | 1 | 772
> COc1ccc(OC)c(NC(=O)CCNC(=O)c2ccco2)c1
→ -14% | 5 | 805
> CC(C)OCCCn1c(=O)c2ccccc2n2c(CCC(=O)N3CCN(c4ccccn4)CC3)nnc12
→ 10% | -6 | 711
> COc1ccc2[nH]cc(CCN3C(=O)c4ccc(C(=O)O)cc4C3=O)c2c1
→ -59% | -2 | 818
> Cc1ccc(OCC(=O)NCCNC(=O)c2ccncc2)cc1C
→ -35% | 0 | 824
> CCC1Oc2ccccc2N(CC(=O)NCCCN2CCCC2)C1=O (configuration not stated)
→ -1% | 1 | 746
> CC(=O)Nc1ccc(-c2nc3cc(Cl)ccc3o2)cc1
→ -100% | 11 | 851
> O=C(O)c1cc(S(=O)(=O)N2CCN(C(=O)c3ccco3)CC2)c(Cl)cc1Cl
→ -26% | -7 | 826
> CN(C(=O)c1nn(C)c2c1CSc1ccccc1-2)c1ccc(F)cc1
→ 11% | -2 | 748
> O=C(Nc1cccc([N+](=O)[O-])c1)N1CCc2ccccc2C1
→ -27% | 2 | 847
> O=C(CCN1C(=O)C2CC=CCC2C1=O)Nc1nccs1 (configuration not stated)
→ -4% | -6 | 782
> CN1C(N)=NC(=O)/C1=C\c1ccc(Br)cc1
→ 6% | -1 | 801
> CCC(=O)Nc1nnc(SCC(=O)NCc2ccc3c(c2)OCO3)s1
→ -12% | -2 | 822
> COc1ccc(C(=O)Nc2ccc(Cn3ccnc3)cc2)cc1OC
→ -24% | 3 | 809
> COc1ccc(CC(=O)Nc2nc(C(C)(C)C)cs2)cc1
→ 18% | 44 | 809

Compound profiles (already shown). Order of screens: NOD2 inhibition	Lipid droplet	Lipid droplet cells 6.5 µM
O=C(Nc1cccc([N+](=O)[O-])c1)N1CCc2ccccc2C1 reads -27%	2	847
Cn1ccnc1SCc1ccc(Cl)cc1Cl reads -2%	-3	787
CN1C(N)=NC(=O)/C1=C\c1ccc(Br)cc1 reads 6%	-1	801
Cc1ccc(OCC(=O)NCCNC(=O)c2ccncc2)cc1C reads -35%	0	824
CCn1nc(C)c(CN2CCC(n3nccc3NC(=O)Cc3ccccc3)CC2)c1C reads -7%	1	772

Other results follow:
Order of results: NOD2 inhibition | Lipid droplet | Lipid droplet cells 6.5 µM
> COc1cc(Br)cc(/C=N/N(CCO)C2=NS(=O)(=O)c3ccccc32)c1OC
→ -17% | -1 | 416
> COc1cc(NC(=O)CN(C)S(=O)(=O)c2ccc(-c3ccc(=O)[nH]n3)s2)cc(OC)c1
→ 11% | 2 | 669
> Cc1ccc(N2CC(C(=O)Nc3nnc(SCC(N)=O)s3)CC2=O)cc1 (configuration not stated)
→ -5% | 5 | 825
> CCOc1ccc(NS(=O)(=O)c2ccc(C(=O)N(C)CCc3ccc(OC)c(OC)c3)cc2)cc1
→ 12% | 0 | 776
> COc1nc(NCCc2ccc(OC)c(OC)c2)nc(Nc2ccccc2)n1
→ 11% | -2 | 828
> CSc1cccc(NS(=O)(=O)c2cc(Br)cnc2N)c1
→ -7% | -18 | 670
> CN1c2ccc([N+](=O)[O-])cc2C(C)(C)C12C=Cc1cc(C(=O)O)ccc1O2 (configuration not stated)
→ -6% | -26 | 402
> COc1ccc(-c2nc(CN3CCC(C(=O)NC4CCCC4)CC3)c(C)o2)cc1OC
→ 8% | 2 | 688
> CCc1cccc(OCC(=O)Nc2cc(S(=O)(=O)N3CCOCC3)ccc2N2CCCC2)c1
→ 7% | -18 | 698
> COc1ccc(OCC(O)Cn2c(N3CCCCC3)nc3c2c(=O)n(C)c(=O)n3C)cc1 (configuration not stated)
→ 12% | -30 | 806
> CC1(C)CC(NC(=O)C(c2ccccc2)c2ccccc2)CC(C)(C)N1
→ -1% | -2 | 795
> COc1cccc(Nc2nc(-c3ccccc3)nc3ccccc23)c1
→ 17% | -16 | 814
> COc1cccc(N(CC(=O)NCc2ccccc2)C(=O)CCC(=O)Nc2nccs2)c1
→ -9% | -12 | 818
> CN(C)CCNS(=O)(=O)c1ccc2c3c(cccc13)C(=O)N2
→ -5% | 4 | 829
> O=C(NCCNC(=O)c1ccccn1)c1ccccc1
→ -28% | 7 | 845
> O=C(CSc1ccccc1)Nc1ccc2c(c1)OCCO2
→ -84% | -11 | 645
> COc1cc(NC(=O)CCc2nnc3ccc(N4CCC5(CC4)OCCO5)nn23)cc(OC)c1
→ -13% | -8 | 712
> O=C(CSc1nnc(C2CC2)n1CC1CCCO1)Nc1ccccc1Cl (configuration not stated)
→ -18% | -19 | 765
> Cn1c(CC(=O)Nc2ccccc2)nnc1SCC(=O)NC1=NCCS1
→ -2% | -4 | 777
> COc1ccc(CNS(=O)(=O)c2c(C)[nH]c(C)c2C(=O)N2CCCCC2)cc1
→ 1% | 13 | 727

By substructure: those above containing a thiophene ring, fused or not.
Order of results: NOD2 inhibition | Lipid droplet | Lipid droplet cells 6.5 µM
> Cc1ccccc1CN1CCN(S(=O)(=O)c2ccc(Cl)s2)CC1
→ 9% | -16 | 682
> COc1ccc(CNC(=O)c2sccc2C)cc1
→ -11% | 29 | 890
> COc1cc(NC(=O)CN(C)S(=O)(=O)c2ccc(-c3ccc(=O)[nH]n3)s2)cc(OC)c1
→ 11% | 2 | 669

Next results:
Order of results: NOD2 inhibition | Lipid droplet | Lipid droplet cells 6.5 µM
> CSc1ccc(C(=O)C2CCCN(C(=O)c3cc(C)n(C)n3)C2)cc1 (configuration not stated)
→ 14% | -7 | 686
> CSc1nnc(-c2ccc(S(=O)(=O)N3CCCCC3)cc2)o1
→ 15% | -3 | 805
> CC(=O)c1cccc(OCc2cc(C(=O)N(C)CCc3cnn(C)c3)no2)c1
→ 9% | 22 | 671
> O=C(Nc1nc2ccccc2[nH]1)c1ccccc1OC(F)F
→ -150% | 1 | 859
> Cc1nc(C)c(C(=O)N2CCCC(C(=O)c3ccc4ccccc4c3)C2)s1 (configuration not stated)
→ 8% | 1 | 819
> CCc1ccc(NC(=O)Cc2ccc(NC3=NC4CS(=O)(=O)CC4S3)cc2)cc1 (configuration not stated)
→ 14% | -42 | 734
> CCC1(C)CC(=O)N(c2ccc(F)c(Cl)c2)C(=O)C1
→ -9% | -5 | 798
> Cc1cc(C)nc(NS(=O)(=O)c2ccc(NC(=O)c3ccc(S(=O)(=O)N(C)C)cc3)cc2)n1
→ 20% | 0 | 842
> C=CCOc1ccc(CN(C)C(=O)CNC(=O)c2ccc(-c3ccccc3)cc2)cc1
→ 49% | -8 | 827
> CCOCCCNC(=O)CN1C(=O)COc2ccc(S(=O)(=O)N3CCCC3)cc21
→ -5% | -3 | 732
> Cc1ccc([C@@H]2[C@@H]3C(=O)N(C)C(=O)[C@@H]3[C@]3(Cc4ccccc4)C(=O)N(Cc4ccccn4)CC(=O)N23)o1
→ 4% | 8 | 823
> CCOc1ccc(S(=O)(=O)N2CCC(C(=O)N3CCCCCC3)CC2)cc1Cl
→ 22% | -22 | 663
> CC(C)C(C(=O)NCC1CCCO1)N(C(=O)CNS(=O)(=O)c1ccccc1)C1CCCCC1 (configuration not stated)
→ -12% | 2 | 819
